Compound activity from PubChem.
RECQ1 inh – inhibitors of human RECQ1 DNA helicase; AID 2549; P46063; RECQ1 DNA unwinding, red fluorescence kinetic read; Potency, µM (top dose mostly 57.3 µM), for inactives: at the top dose activity, negative = inhibition, most hits filed as inhibitors; hit rate 0.54% among 240,000;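 note: plate controls were vehicle for no effect and no enzyme for full effect; nearly all actives have a fitted effect of over 30% in size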
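50 nM RECQ1T1 preincubated 15 min with compound in Tris pH 8.0 buffer with MgCl2, DTT, Tween-20 and 2.5 ug/ml poly(dI-dC); started with 200 nM TAMRA/BHQ-2 forked duplex and 2 mM ATP. Unwinding read as fluorescence (525/598 nm), two reads 2 h apart.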
Tau fluor cs – counter-screen for tau fibril formation inhibitors | Potency, µM (series often up to 57.7 µM), for the others: at the top dose activity change, negative = decrease | tau K18 P301L Alexa594 fluorescence, heparin fibrillization | hit rate 0.93% among 280,000; note: % is set by controls: 0 for no effect and ±100 for the full control effect; nearly all actives have a fitted effect of over 55% in size
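Human tau K18 P301L (15 uM unlabeled, 0.24 uM Alexa 594-labeled) in 100 mM sodium acetate pH 7 with 20 uM heparin, 6 hr at 37 C. ThT 30 uM added, 1 hr ambient; Alexa 594 FP and total fluorescence read at 555/632 nm.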
HTT cytoprotect – Huntington cell model cytoprotection by ATP luminescence | PC12 HTT-Q103 induced, cytoprotection, ATP luminescence, 40 h | Potency, µM (top dose mostly 56.4 µM), for inactives: cytoprotection (ATP increase), hits mostly activators | hit rate 0.14% among 230,000;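 note: % of control where 0% means no effect; nearly all actives have a fitted effect of over 45% in size; toxic huntingtin expression switched on by the ecdysone agonist tebufenozide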
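Stable PC12 Q103-GFP cells in serum-supplemented, phenol red-free DMEM; induction by tebufenozide at 100 nM final; compound dose series; cell viability quantified luminescently from ATP.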
TexasRed fluor – Texas Red fluorescence interference in TRb-SRC2 counter-screen. hit rate 0.29% among 280,000. Potency, µM (series often up to 106 µM), for inactives: top-dose fluorescence change, negative = quenching. TRb/SRC2 Texas Red total fluorescence interference; active = well fitted curve in either direction with a large enough effect; inconclusive = small, poorly fitted or top-dose-only effect; note: % is set by controls: 0 for no effect and ±100 for the full control effect
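Human TRβ ligand-binding domain (0.6 uM) and Texas Red SRC2 peptide (20 nM) in Tris buffer with 1 uM T3 and 5% DMSO were incubated with pinned compound for 5 hr at ambient temperature. Total fluorescence was computed as S + 2P (555/632 nm).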
Tau ThT inhib – inhibitors of human tau fibril formation, thioflavin T binding; P10636; recombinant tau K18 P301L (four-repeat tau fragment), heparin-induced fibrillization, ThT fluorescence; Potency, µM (doses to about 57.4 µM), inactives show at the highest dose activity, negative = inhibition, actives largely listed as inhibitors; hit rate 2.1% among 270,000; AID 1460; note: % is set by controls: 0 for no effect and ±100 for the full control effect; nearly all actives have a fitted effect of over 55% in size
Target sequence (P10636 561-689 P618L limits assumed): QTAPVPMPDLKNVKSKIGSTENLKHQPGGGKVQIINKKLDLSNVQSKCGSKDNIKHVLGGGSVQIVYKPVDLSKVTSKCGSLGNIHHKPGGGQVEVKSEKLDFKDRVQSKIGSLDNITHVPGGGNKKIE
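Recombinant human tau K18 fragment […] carrying P301L, 15 uM unlabeled plus 0.24 uM Alexa 594-labeled, was fibrillized with 20 uM heparin in 100 mM sodium acetate pH 7 for 6 hr at 37 C; 30 uM ThT fluorescence read after 1 hr.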
TRb-SRC2 inh – TRbeta-SRC2 interaction inhibition. P10828. TRbeta-SRC2 peptide binding, fluorescence polarization; receptor liganded with 1 µM T3. Potency, µM (titrated, usually from 106 µM), inactives show at the top dose activity change, negative = inhibition, actives largely listed as inhibitors. hit rate 0.065% among 280,000. AID 1469;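 note: plate controls were bound peptide for no effect and peptide without receptor for full effect; nearly all actives have a fitted effect of over 50% in size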
Target sequence (P10828 whole entry, looked up): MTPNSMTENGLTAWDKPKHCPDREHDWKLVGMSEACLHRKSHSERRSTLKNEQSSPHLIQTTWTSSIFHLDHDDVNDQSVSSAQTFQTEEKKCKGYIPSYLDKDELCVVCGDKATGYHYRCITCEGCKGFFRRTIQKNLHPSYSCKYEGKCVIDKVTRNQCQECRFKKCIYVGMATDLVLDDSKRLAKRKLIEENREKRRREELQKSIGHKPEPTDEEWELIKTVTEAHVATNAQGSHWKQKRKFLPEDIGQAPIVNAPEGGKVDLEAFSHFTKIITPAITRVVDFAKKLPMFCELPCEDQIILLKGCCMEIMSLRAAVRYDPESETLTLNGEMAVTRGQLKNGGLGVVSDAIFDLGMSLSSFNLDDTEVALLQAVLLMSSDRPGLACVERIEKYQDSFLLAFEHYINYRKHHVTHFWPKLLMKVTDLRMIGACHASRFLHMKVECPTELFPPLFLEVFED
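Decrease in fluorescence polarization of 20 nM Texas Red SRC2 coactivator peptide flagged inhibition of its binding to 0.6 uM TRb LBD; 1 uM T3 included, incubation 5 hr, ex 555/em 632 nm.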
Tau FP inhib – tau fibrillization inhibition (FP); P10636; Potency, µM (series often up to 57.7 µM), without a hit: top-dose activity, negative = inhibition, most hits filed as inhibitors; K18 P301L tau heparin fibrillization, Alexa594 FP, 6 h; hit rate 0.39% among 280,000; AID 1468; note: % is set by controls: 0 for no effect and ±100 for the full control effect; nearly all actives have a fitted effect of over 55% in size
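Steps: dispense K18 P301L tau (15 uM plus 0.24 uM Alexa 594 tracer, final) in pH 7 sodium acetate; add compound; add heparin (20 uM final); incubate 6 hr, 37 C; add ThT (30 uM final); after 1 hr ambient, read FP.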
L3MBTL1 inh – blocks human L3MBTL1; Q9Y468; AlphaScreen L3MBTL1–H3K9me1 peptide binding; Potency, µM (top dose mostly 57.1 µM), for inactives: at the highest dose activity, negative = inhibition, most hits filed as inhibitors; hit rate 0.66% among 230,000; AID 485360; note: % is set by controls: 0 for no effect and ±100 for the full control effect; nearly all actives have a fitted effect of over 60% in size
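L3MBTL1 (50 nM) pre-complexed 30 min with biotinylated H3(1-15)K9me1 peptide (75 nM), then compounds added for 30 min at room temperature; AlphaScreen streptavidin donor/nickel chelate acceptor beads (10 ug/mL final) read after 30 min dark incubation.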
* = called active by the depositor; i = inactive; ? = inconclusive; . = no result given; & = joins results of further samples; [ ] = dose if it differs, or a comment. Unless noted, calls come from the whole dose curve; as a rule, active = well fitted curve in the direction sought with a large enough effect; inconclusive = small, poorly fitted or top-dose-only effect, or another doubt; inactive = no such curve, though single readings can be large; an effect the other way counts as inactive or inconclusive. Potency is the fitted concentration of half-maximal effect. A portion of the library, so the mix of outcomes need not match the whole.

SMILES | RECQ1 inh | Tau fluor cs | HTT cytoprotect | TexasRed fluor | Tau ThT inhib | TRb-SRC2 inh | Tau FP inhib | L3MBTL1 inh
Cn1c(=O)c2c(nc(NCCCO)n2CCc2ccccc2)n(C)c1=O | i | 1% | 25%[10 µM] | -1% | -7% | -7% | 2% | 4%
CCOC(=O)Cn1cc(C(=O)c2ccco2)c2ccccc21 | -7% | 2% | -12%[10 µM] | 1% | 0% | -15% | -2% | -5%
COc1cccc(N2CCN(C(=O)Nc3ccc4c(c3)NC(=O)CO4)CC2)c1 | -4% | -9% | 0% | -1% | -15% | 12% | 13% | -4%
COC(=O)c1cc(C(=O)NC(C)(C)CC(C)(C)C)cc([N+](=O)[O-])c1 | i | 0% | -39%[inhibitor] | -1% | 9% | 0% | -6% | -15%
COCCNC(=O)CCc1c(C)nc2c(-c3ccc(F)cc3)c(C)nn2c1C | -18% | -6%&-14% | -49%[inhibitor] | ? | -4%&-5% | -3%&-1% | -7%&-9% | .
Cc1nc2cc(NC(=O)Nc3cccc(F)c3)ccc2n1C | i | -24% | -77%[inhibitor][10 µM] | 3% | ? | 2% | 8% | .
Cc1ccc[n+](CC(=O)Nc2c(Cl)cc(Cl)cc2Cl)c1 | 6% | 5%[2.34 µM] | -56%[inhibitor][10 µM] | 0% | -2% | -2% | 1% | 5%
CC(=O)Nc1ccc(NC(=O)c2ccc(Cn3cc(Cl)cn3)cc2)cc1 | -4% | -5% | ? | -8% | -17% | -2% | 0% | 0%
CCc1ccc(Nc2nnc(SCC(=O)Nc3cccnc3Cl)s2)cc1 | -6% | ? | -26%[10 µM] | -2% | -18% | -1% | 4% | -2%
Cc1cccc(N2CCN(C(=O)C3CCCN(S(=O)(=O)c4cnc[nH]4)C3)CC2C)c1 (centres undefined) | -4% | -6% | -6%[10 µM] | 3% | -5% | -9% | 8% | -13%
Cc1cc(C)c(S(=O)(=O)N2CCOC2CNC(=O)C(=O)NCc2ccco2)c(C)c1 (centres undefined) | i | -7% | . | -1% | -6% | 12% | -3% | -1%
Cn1c(SCC(=O)Nc2ccccc2)nnc1C(F)(F)F | -2% | -1% | -41% | -2% | -4% | 1% | -1% | .
Cc1c(Cl)c(C(=O)Nc2nc3ccccc3n2CCN2CCCCC2)nn1C | -7% | -11% | 1% | 0% | -7% | 1% | -16% | .
CCOC(=O)c1c(C)n(-c2ccc(OC)cc2)c2ccc(OC(=O)COc3ccccc3)cc12 | . | -25% | . | 4% | -18% | 2% | -4% | .
O=C(CCN1C(=O)c2ccccc2C1=O)C1=NN[C@@H]2C(=O)N(c3cccc(Cl)c3)C(=O)[C@H]12 | 0% | -19% | -14%[10 µM] | 4% | -17% | 7% | -10% | 5%
O=C(NCC(c1ccc2c(c1)OCO2)N1CCN(c2ccccc2)CC1)C(=O)Nc1ccc(F)cc1 (centres undefined) | . | -26% | . | -8% | -7% | 6% | 7% | .
Clc1nccnc1-c1ccccc1 | -4% | -5% | . | 1% | -10% | 1% | -2% | 11%
N#Cc1ccc(C(=O)Nc2cc3nn(-c4ccccc4)nc3cc2Cl)c(F)c1 | . | -2% | . | 8% | -3% | 13% | 3% | .
Cc1ccc(-c2csc(N)n2)s1 | 1% | -29% | -13% | 14% | 32µM* | 7% | ? | -8%
Cc1cc(N)n(-c2ccc(C)c(C)c2)n1 | -6% | 3% | -94%[inhibitor] | -2% | 1% | -4% | 7% | .
COc1ccc(/C=C/C(=O)N2CCN(C)CC2)cc1S(=O)(=O)N1CCCCC1 | i | -3% | -22%[1.9 µM] | 8% | 1% | 0% | ? | -7%
O=C(/C=C\c1ccccc1)Nc1nccs1 | i | -5% | -23%[10 µM] | 1% | 1% | -18% | -6% | -23%
CCC(=O)Oc1c(C(=O)CC)cc2c(C)cc(=O)oc2c1C | -4% | -8% | . | -4% | -12% | -6% | -8% | 0%
CC1CC(C)CN(S(=O)(=O)c2ccc(C(=O)NN3CCOCC3)cc2)C1 (centres undefined) | 11% | -3% | -20%[10 µM] | 1% | -2% | 1% | 5% | -8%

Looked up one by one from the list above, 2 records:
SMILES | RECQ1 inh | Tau fluor cs | HTT cytoprotect | TexasRed fluor | Tau ThT inhib | TRb-SRC2 inh | Tau FP inhib | L3MBTL1 inh
COc1ccc(/C=C/C(=O)N2CCN(C)CC2)cc1S(=O)(=O)N1CCCCC1 | i | -3% | -22%[1.9 µM] | 8% | 1% | 0% | ? | -7%
Cc1ccc[n+](CC(=O)Nc2c(Cl)cc(Cl)cc2Cl)c1 | 6% | 5%[2.34 µM] | -56%[inhibitor][10 µM] | 0% | -2% | -2% | 1% | 5%

(listing goes on)
SMILES | RECQ1 inh | Tau fluor cs | HTT cytoprotect | TexasRed fluor | Tau ThT inhib | TRb-SRC2 inh | Tau FP inhib | L3MBTL1 inh
COc1cc(NC(=O)c2cccnc2)ccc1-c1cc2ccccc2oc1=O | i | -21% | -37%[inhibitor] | -1% | ? | 1% | -9% | 8%
O=C(Nc1ccc(F)cc1)OCCN1CCN(Cc2ccccc2)CCC1=O | i | -22%[81.3 µM] | -50%[inhibitor] | -3%&-3% | 1%[81.4 µM] | 3%&-7% | ? | 10%
COc1cc(-c2nc(S(=O)(=O)c3ccc(Br)cc3)c(N3CCOCC3)o2)cc(OC)c1OC | . | -23% | . | -3% | -9% | -1% | 12% | .
CC(=O)Nc1ccc(NC(=O)/C(Cl)=C/c2ccccc2)cc1 | -4% | -18% | -24% | -2% | ? | 4% | -1% | -6%
CCOC(=O)CC(CC(C)=O)C(=O)OCC (centres undefined) | i | -3% | ? | -2% | -2% | 0% | 2% | .
CCOc1ccccc1C1C(C(=O)Nc2ccccc2)=C(C)Nc2nc(-c3ccccc3)nn21 (centres undefined) | . | ? | . | -3% | -15% | 5% | -6% | .
COc1ccc(NC(=O)CCCN2C(=O)C3C4C=CC(C4)C3C2=O)c(OC)c1 (centres undefined) | -5% | -5% | -2%[1.9 µM] | 2% | -7% | -18% | 1% | -4%
Cc1ccc(NC(=O)N2CCN(c3ccccn3)CC2)cc1 | i | -3% | -4% | 0% | ? | -15% | 1% | .
COc1ccc(/C=C/C(=O)NCC(=O)N/N=C/c2cc(Br)ccc2OC)cc1 | -14% | -21% | -9% | 0% | 0% | -1% | -13% | 0%
CCc1ccc2nc3nc(C)cc(C)c3c(N)c2c1 | 16% | -11% | 7% | -1% | ? | -4% | 3% | -5%
O=c1cc(C(F)(F)F)nc(-n2[nH]c3c(c2=O)CCCC3)[nH]1 | -9% | -3% | -7% | 0% | -3% | 5% | -5% | 8.9µM*
COc1ccc(/C=C/C2=CCN(Cc3ccc(OC)cc3)CC2)cc1 | -6% | -8% | -69%[inhibitor] | 3% | -21% | 5% | 2% | .

Reformatted as tab-separated lines: twelve of the compounds above.
smiles	RECQ1 inh	Tau fluor cs	HTT cytoprotect	TexasRed fluor	Tau ThT inhib	TRb-SRC2 inh	Tau FP inhib	L3MBTL1 inh
COc1cc(NC(=O)c2cccnc2)ccc1-c1cc2ccccc2oc1=O	i	-21%	-37%[inhibitor]	-1%	?	1%	-9%	8%
O=C(Nc1ccc(F)cc1)OCCN1CCN(Cc2ccccc2)CCC1=O	i	-22%[81.3 µM]	-50%[inhibitor]	-3%&-3%	1%[81.4 µM]	3%&-7%	?	10%
COc1cc(-c2nc(S(=O)(=O)c3ccc(Br)cc3)c(N3CCOCC3)o2)cc(OC)c1OC	.	-23%	.	-3%	-9%	-1%	12%	.
CC(=O)Nc1ccc(NC(=O)/C(Cl)=C/c2ccccc2)cc1	-4%	-18%	-24%	-2%	?	4%	-1%	-6%
CCOC(=O)CC(CC(C)=O)C(=O)OCC (centres undefined)	i	-3%	?	-2%	-2%	0%	2%	.
CCOc1ccccc1C1C(C(=O)Nc2ccccc2)=C(C)Nc2nc(-c3ccccc3)nn21 (centres undefined)	.	?	.	-3%	-15%	5%	-6%	.
COc1ccc(NC(=O)CCCN2C(=O)C3C4C=CC(C4)C3C2=O)c(OC)c1 (centres undefined)	-5%	-5%	-2%[1.9 µM]	2%	-7%	-18%	1%	-4%
Cc1ccc(NC(=O)N2CCN(c3ccccn3)CC2)cc1	i	-3%	-4%	0%	?	-15%	1%	.
COc1ccc(/C=C/C(=O)NCC(=O)N/N=C/c2cc(Br)ccc2OC)cc1	-14%	-21%	-9%	0%	0%	-1%	-13%	0%
CCc1ccc2nc3nc(C)cc(C)c3c(N)c2c1	16%	-11%	7%	-1%	?	-4%	3%	-5%
O=c1cc(C(F)(F)F)nc(-n2[nH]c3c(c2=O)CCCC3)[nH]1	-9%	-3%	-7%	0%	-3%	5%	-5%	8.9µM*
COc1ccc(/C=C/C2=CCN(Cc3ccc(OC)cc3)CC2)cc1	-6%	-8%	-69%[inhibitor]	3%	-21%	5%	2%	.

Continued.
SMILES | RECQ1 inh | Tau fluor cs | HTT cytoprotect | TexasRed fluor | Tau ThT inhib | TRb-SRC2 inh | Tau FP inhib | L3MBTL1 inh
COc1cc2[nH]c3c(N4CCC(C(N)=O)CC4)ncnc3c2cc1OC | -7% | -3% | 8% | -3% | -8% | 7% | 3% | 0%
COC(=O)c1c(NC(=O)c2ccc(N(C)S(=O)(=O)c3ccc(C)cc3)cc2)sc2c1CCCC2 | 0% | -15% | -3%[10 µM] | -3% | -12% | -4% | -14% | 14%
NC(=O)c1ccccc1NS(=O)(=O)c1cccs1 | 5% | 2% | -5% | -1% | 3% | 1% | 0% | .
COc1ccc(C(=O)COC(=O)CNC(=O)c2cc(OC)cc(OC)c2)cc1 | -18% | -3% | -6%[10 µM] | 1% | -1% | 4% | -5% | 1%
CC(Oc1ccc(Cl)cc1Cl)c1nc(-c2ccc(NC(=O)c3ccco3)cc2)no1 (centres undefined) | -11% | ? | -24% | 2% | -28% | 3% | ? | .
Cc1ccnc(N2CCC(C(=O)Nc3ccc4c(c3)CCC4)CC2)n1 | i | -9% | 5% | 0% | -16% | -4% | -4% | -2%
